# Source: PubChem
# Lipid storage S3 = qHTS Assay for Lipid Storage Modulators in Drosophila S3 Cells | lipid storage change, negative = inhibition, % at the top dose, mostly 46.1 µM; hits show Potency in µM | hit rate 0.64% among 320,000 | Drosophila S3 cells, BODIPY lipid droplet fluorescence, 18-24 h; cells fed with added oleic acid; active means well fitted inhibition curve with a large enough effect in the signal ratio, with a control signal flat, not every such curve was filed as active; inconclusive means small, poorly fitted or top-dose-only effect, or effect the other way, or a change in a side signal; the % refers to the signal ratio
#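 Drosophila S3 cells got compounds at several concentrations plus oleic acid (400 uM solution). Laser-scanning cytometry with 488 nm excitation read lipid droplets at 500-530 nm and cells at 575-640 nm. Percent activity was relative to 20 uM Triacsin C.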
# Lipid storage S3 cell count max = further read-out of Lipid storage S3, marked with its call; cell number change, %; measured here: cell count max response;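 cells counted by Cell Tracker Red CMTPX staining in the red channel; peak over a dose series mostly up to 46.1 µM; percent activity relative to internal control wells on each plate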
# The depositor's hits bear a star; i = inactive; ? = inconclusive; . = no result given; & = joins results of further samples. On the % scale 0 is the no-effect control and ±100 the full control effect; potency means the concentration at half of the fitted maximal effect.
no.	structure	Lipid storage S3	Lipid storage S3 cell count max
1	Oc1ccc2c3c1O[C@H]1c4[nH]c5ccccc5c4C[C@@]4(O)C(C2)N(CC2CC2)CC[C@]314	6%	15
2	Cn1cccc1CNCCc1ccccc1F	?	.
3	COC(=O)C1=C(c2ccc(Cl)c(C(F)(F)F)c2)C[C@@H]2CC[C@H]1N2C(=O)NCCO	?	.
4	COc1ccccc1-n1c(O)c(C=NC2CC2)c(=O)[nH]c1=O	?	.
5	CCC(=NCCCn1ccnc1)c1c(O)n(-c2ccc(OC)cc2)c(=O)[nH]c1=O	-1%	1
6	COC(=O)C1=C(c2ccc(OC)c(OC)c2)C[C@@H]2CC[C@H]1N2C(=O)N1CCCCC1	10%	3
7	Cc1ccc(Cn2nnnc2CN2CCC(n3nnc4cc(C)ccc43)CC2)cc1	?	.
8	O=C(O)c1ccccc1SSc1ccccc1C(=O)O	?	.
9	CCOC(=O)N(C)c1ccc(C(O)(C(=O)OC)C(F)(F)F)cc1 (configuration not stated)	12%	11
10	COC(=O)[C@@]1(C#N)[C@@H]2C=CC(C(C)=O)=CN2[C@@H](C(N)=O)[C@@H]1c1ccc(F)cc1	-12%	-10
11	O=C(O)c1nonc1-c1nonc1C(=O)O	9%	17
12	Cc1cccc(-c2nc3ccc(C(=O)N4CCC5(CC4)OCCO5)cc3nc2-c2cccc(C)c2)c1	?	.
13	COc1ccccc1-n1c(O)c(/C=N/NC(=S)Nc2ccccc2)c(=O)[nH]c1=S	?	.
14	CC#CP(=O)(OCC)C(O)(c1ccccc1)C(F)(F)F (configuration not stated)	10µM*	.
15	CC(O)(CS(=O)(=O)c1ccccc1)C(=O)Nc1ccc(C(F)(F)F)cc1 (configuration not stated)	11%	9
16	O=c1c2ccccc2nc(-c2ccccc2Cl)n1-c1cccc(O)c1	?	.
17	CC(C)CCOP(N)(=O)Oc1ccccc1 (configuration not stated)	?	.
18	Cc1nn(Cc2ccc(Cl)cc2Cl)c(Cl)c1C(=O)NC1CCCc2ccccc21 (configuration not stated)	-13%	-3
19	COc1ccc(CCNCc2ccc(OC)c(OC)c2OC)cc1	i	45
20	CCC(C)n1c(O)c(C=NCC2CCCO2)c(=O)[nH]c1=S (configuration not stated)	7%	-1
21	Cc1c(C=C2C(=O)N(C)C(=S)N(C)C2=O)c2ccccc2n1CC(=O)NCC1CCCO1 (configuration not stated)	?	.
22	O=c1[nH]c(=O)n(-c2cccc(F)c2)c(O)c1/C=C1\C=Nc2ccccc21	?	.
23	COc1ccc(NC2(C#N)CCCCC2)cc1	-28%	-19
24	CP(C)(=O)CCC(=O)O	?	.
25	CCC(C)C12CN3CCN(CC(C)(C3)C1=O)C2 (configuration not stated)	?	.
26	CN(C)CCN=Cc1c(O)n(CCC2=CCCCC2)c(=O)[nH]c1=O	?	.
27	COc1cccc(CN2CCCCC2c2cccnc2)c1 (configuration not stated)	?	.
28	CC(C)[C@@]1(NC(=O)[C@@H]2C[C@@H]3c4cccc5[nH]cc(c45)C[C@H]3N(C)C2)O[C@@]2(O)[C@@H]3CCCN3C(=O)[C@H](Cc3ccccc3)N2C1=O	-4%	-2
29	O=c1[nH]c(=O)n(Cc2ccccc2)c(O)c1C=NCCCn1ccnc1	?	.
30	Cc1ccc2c(c1Cl)NC(C(=O)O)C1CC(Sc3ccccc3[N+](=O)[O-])C(Cl)C21 (configuration not stated)	-4%	-5
31	NC(=O)Nc1ccc(C(=O)OCC(=O)Nc2ccc(Cl)cc2C(=O)c2ccccc2)cc1	28%	10
32	Cc1cc(OC(C)C(=O)NCc2cccnc2)c2c3c(c(=O)oc2c1)CCC3 (configuration not stated)	i	15
33	O=C1NC(=O)C2(Cc3cc([N+](=O)[O-])ccc3N3CCN(C(=O)c4ccccc4)CC32)C(=O)N1 (configuration not stated)	i	.
34	N[C@@H](Cc1c[nH]c2ccccc12)c1nnc(SCc2ccccc2F)o1	?	.
35	O=P(Nc1cccc(Cl)c1)(Oc1ccccc1)Oc1ccccc1	?	.
36	CC(CN1CCOCC1)OC(=O)Cc1ccccc1 (configuration not stated)	?	.
37	CCn1c(C)cc(/C=C2\C(=O)NC(=O)N(c3ccccc3C)C2=O)c1C	?	.
38	Cc1ccc(-c2nc3ccccc3c(=O)n2-c2ccccn2)cc1	2%	1
39	C=CCOc1ccc(CC2C(=O)N(C)C(=O)N(C)C2=O)cc1	i	.
40	O=C(NCCN1CCCCC1)c1ccc(Cl)nc1Cl	-1%	11

# Sorted by number of heavy atoms (largest number first): part of the list above.
no.	structure	Lipid storage S3	Lipid storage S3 cell count max
33	O=C1NC(=O)C2(Cc3cc([N+](=O)[O-])ccc3N3CCN(C(=O)c4ccccc4)CC32)C(=O)N1 (configuration not stated)	i	.
31	NC(=O)Nc1ccc(C(=O)OCC(=O)Nc2ccc(Cl)cc2C(=O)c2ccccc2)cc1	28%	10
32	Cc1cc(OC(C)C(=O)NCc2cccnc2)c2c3c(c(=O)oc2c1)CCC3 (configuration not stated)	i	15
37	CCn1c(C)cc(/C=C2\C(=O)NC(=O)N(c3ccccc3C)C2=O)c1C	?	.
35	O=P(Nc1cccc(Cl)c1)(Oc1ccccc1)Oc1ccccc1	?	.
36	CC(CN1CCOCC1)OC(=O)Cc1ccccc1 (configuration not stated)	?	.

# (cont.)
no.	structure	Lipid storage S3	Lipid storage S3 cell count max
41	Cc1ccc(C2=NN(CCC(=O)N3CCC4(CC3)OCCO4)C(=O)CC2)cc1	?	.
42	CCn1ccnc1CN1CCCC(C(=O)c2cc(Cl)ccc2OC)C1 (configuration not stated)	?	.
43	Cc1ccc(Cn2cc(C=O)c(-c3ccc(F)cc3)n2)cc1	?	.
44	COc1ccccc1N1C(=O)NC(=O)C2(Cc3cc(C)ccc3N(C)C2)C1=O (configuration not stated)	?	.
45	CN(C)CC#CCOCCOCCC#N	0%	-4
46	COC(=O)C1=C(c2ccc(F)cc2OCc2ccccc2)C[C@@H]2CC[C@H]1N2C(=O)NCc1ccc(F)cc1	?	.
47	CC1(C)C(c2ccccc2)=NC(c2cccnc2)N1O (configuration not stated)	i	2
48	CC(C)CN1CCN(Cc2ccccc2C(F)(F)F)CC1CCO (configuration not stated)	4%	20
49	CC(=O)NCC(=O)Nc1ccc(Br)cc1C(=O)c1ccccc1	?	.
50	C=CCn1c(O)c(C(C)=NCCN2CCCCC2)c(=O)[nH]c1=O	?	.
51	CCCC(=O)NC(Oc1ccccc1Cl)C(Cl)(Cl)Cl (configuration not stated)	26%	1
52	CC1CN(c2ccc([N+](=O)[O-])c3cccnc23)CC(C)N1 (configuration not stated)	?	.
53	Cc1cccc(NC(=S)N2CC3CC(C2)c2cccc(=O)n2C3)c1C (configuration not stated)	11%	11
54	CNP(=O)(Oc1ccccc1)OC12CC3CC(CC(C3)C1)C2 (configuration not stated)	?	.
55	CCn1c(C)c(C(=O)O)c2cc(OC)ccc21	i	15
56	CN1[C@@H](CC(=O)c2ccccc2)CCC[C@H]1C[C@H](O)c1ccccc1	0%&4%	9
57	CC(C)Oc1ccc(CNC(=O)Cn2c(=O)oc3ccccc32)cc1	?	.
58	CCC(=O)CC(c1ccc([N+](=O)[O-])cc1)c1c(O)c2ccccc2oc1=O (configuration not stated)	?	.
59	COc1ccc(C(=O)C2CCCN(Cc3cnc(C)s3)C2)cc1OC (configuration not stated)	?	.
60	COc1cccc(OC)c1C(=O)Nc1nc(N)n(-c2ccccc2)n1	?	.
61	CCOC(=O)c1c(-c2ccc(OC)cc2)oc2ccc(OC(=O)N(C)C)cc12	?	.
62	CC(C(=O)Nc1ccc(Br)cc1C(=O)c1ccccc1)N1CCOCC1 (configuration not stated)	?	.
63	O=C(CF)NC(Nc1cccc2cccnc12)C(Cl)(Cl)Cl (configuration not stated)	i	.
64	OCCN(CC#CC(O)(c1ccccc1)C1CCCC1)CCO (configuration not stated)	?	.
65	CC(C)(C)n1cc(C(=O)c2ccccc2OCCCF)cn1	?	.
66	Cn1c(O)c(C=NCc2cccs2)c(=O)n(C)c1=O	-2%	4
67	O=C(c1ccco1)c1cn(Cc2ccc(Cl)cc2)c2ccccc12	?	.
68	O=C(O)CCC(=O)NCCC1=c2ccccc2=N/C1=C\c1c(O)n(Cc2ccc(F)cc2)c(=S)[nH]c1=O	0%	11
69	O=[N+]([O-])c1cccc(O)c1	?	.
70	COc1ccc(NC(=S)NC(NC(=O)CF)C(Cl)(Cl)Cl)cc1[N+](=O)[O-] (configuration not stated)	-12%	.
71	Cc1ccccc1CCNCc1ccc(Br)cc1	?	.
72	Cc1nc2ccccc2c(=O)n1-c1ccc(Cl)cc1[N+](=O)[O-]	?	.
73	O=C(COc1ccc(S(=O)(=O)N2CCCCC2)cc1)N1CCN(Cc2ccccc2)CC1	i	.
74	Cc1cc(C=C2C(=O)NC(=S)NC2=O)c(C)n1C1CCCC1	?	.
75	Cc1ccc(S(=O)(=O)N2CCN(C(=O)COC(=O)Cc3ccccc3)CC2)c(C)c1	?	.
76	O=C1NC(=O)C2(Cc3ccccc3N3CCOCC32)C(=O)N1c1ccccc1 (configuration not stated)	?	.
77	O=c1[nH]c(=O)n(-c2cccc(Cl)c2)c(O)c1C=NCCCN1CCOCC1	?	.
78	CCN(CC)c1ccc(N=Cc2c(O)n(CCC3=CCCCC3)c(=O)[nH]c2=O)cc1	?	.
79	COc1ccc(OC)c(CC(=O)O)c1	16%	.
80	O=C(COc1ccc(Br)cc1)N1CCN(Cc2ccc3c(c2)OCO3)CC1	?	.
81	CCCCNc1ccncc1S(=O)(=O)NC(=O)NC(C)C	0%	8
82	C[N+]1(C)C2CC(OC(=O)C(CO)c3ccccc3)CC1C1OC12 (configuration not stated)	?	.
83	O=C1NC(=O)C(CCc2ccncc2)(CCc2ccncc2)C(=O)N1CCc1ccccc1	7%	7
84	CCCC(CCC)C(=O)OC[N+](C)(C)CCOC(=O)C(O)(c1ccccc1)C1CCCC1 (configuration not stated)	?	.
85	CCCCn1c(O)c(C(C)=NCc2ccc3c(c2)OCO3)c(=O)[nH]c1=O	8%	12
86	O=c1[nH]c(=S)n(Cc2ccc(F)cc2)c(O)c1C=NCc1cccnc1	?	.
87	O=C(N/N=C/c1c(O)n(Cc2ccc(F)cc2)c(=S)[nH]c1=O)c1ccncc1	1%	18
88	CC1CCN(C(=O)CCl)CC1	-6%	-17
89	O=C(c1ccc(C(F)(F)F)cc1)C1CCCN(Cc2ccncc2)C1 (configuration not stated)	?	.
90	CN(C)CCN=Cc1c(O)n(-c2cccc3ccccc23)c(=O)[nH]c1=O	1%	-13

# Taken from above.
# Under Lipid storage S3 cell count max, O=C1NC(=O)C(CCc2ccncc2)(CCc2ccncc2)C(=O)N1CCc1ccccc1 shows 7
# Under Lipid storage S3, CCCCn1c(O)c(C(C)=NCc2ccc3c(c2)OCO3)c(=O)[nH]c1=O shows 8%

# The list goes on:
no.	structure	Lipid storage S3	Lipid storage S3 cell count max
91	O=C1Nc2cc(C(=O)N3CCC4(CC3)OCCO4)ccc2S/C1=C\c1ccccc1	?	.
92	CC1(C)CC(=O)C(C=NCCN2CCN(C(=O)Cc3ccc(Cl)cc3)CC2)=C(O)C1	8%	16
93	Fc1ccc(C2=CCN(C(c3ccc(Cl)cc3)c3nnnn3Cc3ccccc3)CC2)cc1 (configuration not stated)	?	.
94	CCOC(=O)c1c(C)n(Cc2ccccc2)c2ccc(OCC(O)CNC(C)(C)C)cc12 (configuration not stated)	3%	2
95	Cc1ccccc1CN1CCNCC1	?	.
96	COc1ccc2c3c1OC1C(O)C=CC4C(C2)[N+](C)(C)CCC341 (configuration not stated)	?	.
97	COC(=O)C1=C(c2ccc(-c3ccccc3)c(F)c2)C[C@@H]2CC[C@H]1N2C(=O)NCCO	?	.
98	COCCOC(=O)C1=C(C)OC(N)=C(C(=O)OC)C12C(=O)Nc1ccccc12 (configuration not stated)	?	.
99	CC/C(=N\Nc1ccccc1)c1c(O)n(C)c(=O)n(C)c1=O	6%	-12
100	Cc1cccc(C)c1NC1=NCCCCS1	-17%	-10
101	Cc1ccc2cc3cc(C(=O)N4CCC5(CC4)OCCO5)oc3nc2c1	-16%	-1
102	Cc1cc(C=C2C(=O)NC(=O)NC2=O)c(C)n1-c1ccncc1	-2%	0
103	CCCCn1c(=O)c(C(=O)Nc2ccccc2C)c(O)c2ccccc21	?	.
104	O=C1c2ccccc2C(=O)N1Cc1nc2ccccc2c(=O)n1-c1cccnc1	?	.
105	OC1C2CN3CN(C2)CC1(c1ccccc1)C3 (configuration not stated)	?	.
106	O=C1NC(=O)N(c2ccccc2F)C(=O)/C1=C/c1ccc(Sc2nc3ccccc3[nH]2)o1	?	.
107	CSc1nnc(OC(=O)N(C)C)n1-c1ccc(Cl)cc1	-30%	-21
108	CN1CCc2cc3c(c4c2C1Cc1ccccc1-4)OCO3 (configuration not stated)	i	-17
109	N#Cc1cc(F)c(N2CCNCC2)cc1Cl	0%	17
110	COc1ccc2c(c1)c(C(=O)CN1CCC3(CC1)OCCO3)c(C)n2Cc1ccccc1	?	.

# Results in sequence from above.
# Nos. 101 to 106 in Lipid storage S3, in turn: -16%, -2%, ?, ?, ?, ?

# (more compounds)
no.	structure	Lipid storage S3	Lipid storage S3 cell count max
111	CCC(C)C1N=C(c2ccccc2)c2cc(Cl)ccc2N(CC(=O)NCc2ccco2)C1=O (configuration not stated)	-5%	6
112	CCCCCC(=O)N[C@@H](c1ccccc1)[C@@H](O)C(=O)O[C@H]1C[C@@]2(O)[C@@H](OC(=O)c3ccccc3)C3[C@](C)(C(=O)[C@H](O)C(=C1C)C2(C)C)[C@@H](OC1OCC(O)C(O)C1O)C[C@H]1OC[C@@]31OC(C)=O (some centres not stated)	?	.
113	NC(=O)CSc1nnc([C@@H](N)Cc2c[nH]c3ccccc23)o1	-10%	.
114	COC(=O)C1=C(c2cccc(C#N)c2)C[C@@H]2CC[C@H]1N2C(=O)NC(C)C	15%	-5

# These rows are one share of the data (hit frequency here may not be typical).
